D3 ag = activates the human D3 dopamine receptor | D3R DiscoveRx beta-arrestin cells, luminescence, 90 min | 410,000 compounds, 0.58% hits | P35462 | max activation, %; in the data active = max activation above about 30%; also: 0% is about no effect; mostly tested at two doses, the higher about 12 µM
Target sequence (P35462 whole entry, looked up): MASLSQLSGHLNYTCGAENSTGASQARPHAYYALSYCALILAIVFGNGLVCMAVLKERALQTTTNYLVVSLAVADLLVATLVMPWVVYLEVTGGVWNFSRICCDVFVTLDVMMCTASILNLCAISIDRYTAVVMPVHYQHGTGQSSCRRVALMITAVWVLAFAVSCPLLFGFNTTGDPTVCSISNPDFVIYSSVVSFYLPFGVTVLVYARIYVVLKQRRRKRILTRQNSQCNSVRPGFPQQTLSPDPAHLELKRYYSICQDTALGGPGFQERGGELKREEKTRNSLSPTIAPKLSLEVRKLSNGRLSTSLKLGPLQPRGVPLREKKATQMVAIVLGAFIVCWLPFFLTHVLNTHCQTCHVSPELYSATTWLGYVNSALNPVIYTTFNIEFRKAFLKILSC
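Agonist-mode cell screen: cells plated at 1500/well and incubated overnight at 37 °C, then exposed to library compounds for 90 min at 37 °C. Detection reagent was added for 30–60 min at room temperature, and luminescence was read.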
PTHR1 agonist = agonists of human PTHR1 parathyroid hormone receptor; 410,000 compounds, 0.075% hits; HEK293 GP2 PTHR1 cells, GloSensor cAMP luminescence, 1 h; Potency, µM (titrated, usually from 115 µM), inactives show at the highest dose activation, hits mostly activators; active = well fitted activation curve with a large enough effect; inconclusive = small, poorly fitted or top-dose-only effect, or another doubt; inactive = no such curve, though single readings can be large or run the other way; also: potency is read from the fitted curve at half-maximal effect; nearly all actives have a fitted effect of over 55% in size; some results filed as inactive show a strong effect at the top dose; inactives centre near -15; many of its hits are not listed in these tables
Target sequence (Q03431 whole entry, looked up): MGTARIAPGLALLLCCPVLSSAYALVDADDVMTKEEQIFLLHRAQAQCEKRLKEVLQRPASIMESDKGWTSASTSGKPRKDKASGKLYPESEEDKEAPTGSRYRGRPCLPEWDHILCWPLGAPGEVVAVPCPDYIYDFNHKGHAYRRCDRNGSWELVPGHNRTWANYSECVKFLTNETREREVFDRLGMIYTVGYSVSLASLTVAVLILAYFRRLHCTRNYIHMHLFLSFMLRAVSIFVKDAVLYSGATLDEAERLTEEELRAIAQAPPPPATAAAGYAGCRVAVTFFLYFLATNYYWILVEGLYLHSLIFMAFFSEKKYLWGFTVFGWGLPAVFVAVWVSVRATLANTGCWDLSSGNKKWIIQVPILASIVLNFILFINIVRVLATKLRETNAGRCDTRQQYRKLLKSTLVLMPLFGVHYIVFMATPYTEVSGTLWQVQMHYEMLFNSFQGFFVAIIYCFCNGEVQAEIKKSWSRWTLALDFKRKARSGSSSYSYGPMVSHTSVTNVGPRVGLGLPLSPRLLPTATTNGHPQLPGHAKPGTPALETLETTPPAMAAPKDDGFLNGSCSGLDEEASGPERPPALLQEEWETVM
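HEK-293-derived GP2 cells expressing PTHR1 and a GloSensor cAMP reporter, 3,000/well, plated overnight, given luciferin plus IBMX (each 0.5 mM as added) for 1 h at 37 °C, then compound for 1 h at 37 °C. Luminescence was read after 15 min at room temperature.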
Numbers without * were called inactive; i = inactive; ? = inconclusive; [ ] = dose if it differs, or a comment. This is a subset, so the mix of outcomes need not match the whole.

The first 2 records, ahead of the listing:
SMILES | D3 ag | PTHR1 agonist
O=C(C1CCCN(S(=O)(=O)c2cccc3nonc23)C1)N1CCN(c2cccc(C(F)(F)F)c2)CC1 (stereo unspecified) | -8 | -68%
COC(=O)c1cc(C)nc2c1c(=O)nc(SCc1ccccc1Cl)n2C1CC1 | -13 | -12%

The whole of this part (from the top)
SMILES | D3 ag | PTHR1 agonist
O=C(C1CCCN(S(=O)(=O)c2cccc3nonc23)C1)N1CCN(c2cccc(C(F)(F)F)c2)CC1 (stereo unspecified) | -8 | -68%
COC(=O)c1cc(C)nc2c1c(=O)nc(SCc1ccccc1Cl)n2C1CC1 | -13 | -12%
COc1cccc(Nc2ccc3cc(S(=O)(=O)N4CCC(C)CC4)ccc3n2)c1 | 16 | i
CCc1ccc(NC(=O)CSc2nc3ncccc3[nH]2)cc1 | -15 | -32%[inhibitor]
Cc1c(Cl)cccc1NC(=O)CCS(=O)(=O)c1ccc2c(c1)CC(=O)N2C | 5 | 11%
COc1ccccc1N1CCN(c2cc(C)nc3c(-c4ccc(Cl)cc4)c(C)nn23)CC1 | 5 | i
O=C(NC1CCCC1)c1cnn(-c2ccc(F)cc2F)c1C1CCNCC1 | -11 | -2%
CCOC(=O)c1c(C)[nH]c(CCC(=O)NCCCN2CCN(c3ccccc3F)CC2)c1C | 12 | i
CC1CCCCN1C(=O)CSc1c2c(nc3cc(Cl)ccc13)CCCC2 (stereo unspecified) | 4 | i
CCOc1ccc(C2C(C(=O)Nc3ccc(Cl)cc3)=C(C)Nc3nc(C(F)(F)F)nn32)cc1 (stereo unspecified) | -8 | i
Cc1nc2nc(C)c(CCC(=O)NCc3ccccc3)c(C)n2n1 | 1 | -25%
CC(C)OCCCNC(=O)Cc1ccc(NC(=O)N2CCCCc3ccccc32)cc1 | 0 | -17%
Cc1ccc(NC(=O)C2CCCN2S(=O)(=O)c2ccc3c(c2)CCCC(=O)N3)cc1C (stereo unspecified) | 8 | -13%
Cc1ccccc1Nc1nn2c(=O)c3ccc(C(=O)NCc4cccs4)cc3nc2s1 | -15 | i
CCN(CC)c1ccc(CN(C(=O)c2cc(=O)c3ccccc3o2)C2CCS(=O)(=O)C2)cc1 (stereo unspecified) | -5 | 9%
CCOc1ccc(OCC)c(NC(=O)CCC(=O)N2CCOc3ccccc32)c1 | 0 | 27%
CCCc1oc2ccc(NS(=O)(=O)c3ccc(OCC)cc3)cc2c1C(=O)OCC | -7 | -59%[inhibitor]
CCCCN(C)C(=O)CN1C(=O)CCn2nc(-c3cn(C)c4ccccc34)cc21 | -14 | -59%[inhibitor]
Cc1ccc(S(=O)(=O)N2CCC(C(=O)Nc3cc(C)ccc3C)CC2)cc1 | 0 | i
O=C(NCc1cccc(Cl)c1)NCc1noc2ccccc12 | 1 | -41%[inhibitor]
COc1ccc(NC(=O)C2CCCN(c3ncnc4c3nc3n4CCCCC3)C2)c(OC)c1 (stereo unspecified) | -1 | -19%
Cc1cc(Nc2cccc(C(F)(F)F)c2)nc2ccc(NC(=O)c3cccc(Cl)c3)cc12 | 2 | -8%
CC1CCCCN1C(=O)CSc1nc2ccccc2nc1Cc1ccccc1 (stereo unspecified) | -15 | -36%[inhibitor]
COC(=O)c1ccc(Cl)c(NC(=O)C2CCN(S(=O)(=O)Cc3ccccc3)CC2)c1 | -17 | -32%
CCOc1ccc(NC(=O)C(CC)n2nc(-c3ccc(C)c(C)c3)ccc2=O)cc1 (stereo unspecified) | 0 | -4%
COc1ccc(OC)c(NC(=O)Cn2ccn(-c3ccc(OC)c(OC)c3)c(=O)c2=O)c1 | 3 | -18%
N#Cc1c(C(F)(F)F)cc(-c2cccs2)nc1SCC(=O)Nc1ccc(Cl)cc1 | 6 | i
CSc1cccc(NC(=O)Cn2c(=O)n(Cc3ccccc3)c(=O)c3sc4ccccc4c32)c1 | 6 | i
Cc1ccc(-c2nc(CS(=O)CC(=O)O)c(C)o2)cc1 (stereo unspecified) | -8 | i
COc1cc(C(=O)OCc2cc(=O)n3nc(C(C)C)sc3n2)cc(OC)c1OC | 2 | i

Record cards (already shown). Values in the order: D3 ag	PTHR1 agonist
CSc1cccc(NC(=O)Cn2c(=O)n(Cc3ccccc3)c(=O)c3sc4ccccc4c32)c1 is listed with 6	i
COc1ccc(OC)c(NC(=O)Cn2ccn(-c3ccc(OC)c(OC)c3)c(=O)c2=O)c1 is listed with 3	-18%
COc1ccc(NC(=O)C2CCCN(c3ncnc4c3nc3n4CCCCC3)C2)c(OC)c1 (stereo unspecified) is listed with -1	-19%
CCOc1ccc(NC(=O)C(CC)n2nc(-c3ccc(C)c(C)c3)ccc2=O)cc1 (stereo unspecified) is listed with 0	-4%
CC1CCCCN1C(=O)CSc1nc2ccccc2nc1Cc1ccccc1 (stereo unspecified) is listed with -15	-36%[inhibitor]

Next compounds
SMILES | D3 ag | PTHR1 agonist
CCc1ccc(-n2c(Cc3ccccc3)nnc2SCc2nc(-c3cccs3)no2)cc1 | -11 | -8%
C=CCc1cccc2cc(C(=O)NCCc3c(C)[nH]c4c(C)cccc34)c(=O)oc12 | 6 | -13%
Cc1ccc(CNC(=O)C(CC(C)C)NS(=O)(=O)c2ccc3c(c2)oc(=O)n3C)cc1 (stereo unspecified) | -6 | i
COc1ccc(C(=O)CC2(O)C(=O)Nc3c(C)cccc32)c(OC)c1OC (stereo unspecified) | 11 | -19%
Cc1cccc2c1-c1sc(C(=O)NCCCN3CCN(c4ccccc4F)CC3)cc1CO2 | 23 | -39%[inhibitor]
Cc1ccc(Cn2c(C(=O)O)c(CNCCc3cccs3)c3ccc(C)cc32)cc1 | 1 | -46%[inhibitor]
CCc1noc(-c2ccc(N(C)Cc3ccc(OC)cc3)c([N+](=O)[O-])c2)n1 | -18 | -27%
CCc1ccc(NC(=O)c2ccc3c(O)c(S(=O)(=O)c4ccc(Cl)cc4)c(=O)[nH]c3c2)cc1 | 6 | i
COc1cc(NC(=O)c2cc3c(=O)n(Cc4ccco4)ccc3nc2C)cc(OC)c1OC | 2 | -25%
COc1ccc2nc(N(Cc3cccnc3)C(=O)Cc3ccccc3)sc2c1 | -3 | 8%
Cc1c(C(=O)N(C)C)sc2c1c(=O)n(-c1ccc(Cl)c(Cl)c1)c(=O)n2Cc1ccc(F)cc1 | 4 | -8%
COc1cc(CNCCSc2nnnn2C)ccc1OCc1ccc(F)cc1 | -14 | -38%[inhibitor]
CCOC(=O)C1CCN(C(=O)Cn2c(=O)cc(C)c3c(C)nn(C)c32)CC1 | 10 | -46%[inhibitor]
Cc1ccc(Cl)cc1NC(=O)N1CCC(CN2CCCCCC2)CC1 | 4 | 16%
COc1cc(NC(=O)CSc2nc(C)c(C(=O)Nc3ccccc3)c(-c3ccc(OC)c(OC)c3)c2C#N)c(OC)cc1Cl | 0 | -8%
O=C1CCCc2cc(S(=O)(=O)NCC3CCC(C(=O)Nc4ccccc4F)CC3)ccc2N1 (stereo unspecified) | 6 | -29%
CCOc1ccc(CN2C(=O)c3ccccc3Sc3ccc(C(=O)NCc4ccc(C)cc4)cc32)cc1 | 4 | i
COc1ccc(-n2nc3ccc(NC(=O)c4cc5ccccc5o4)cc3n2)cc1Cl | 5 | -21%
COc1cccc(NC(=O)C(=O)NCCc2csc(-c3ccc(C(F)(F)F)cc3)n2)c1 | 4 | -2%
O=C(Nc1cccc(C(=O)N2CCN(c3ccccc3F)CC2)c1)c1nsc2ccccc12 | -6 | -41%[inhibitor]
Cn1c(=O)c2c(-c3ccc(Br)cc3)n(Cc3ccc(F)cc3)cc2n(C)c1=O | -2 | -6%
O=C(Nc1ccc(F)cc1)c1ccc(CN2CC(=O)N3CCCCC3C2=O)cc1 (stereo unspecified) | -1 | i
Clc1ccccc1-c1nnc(SCc2nc(-c3ccccc3)no2)n1-c1ccccc1 | 6 | -44%[inhibitor]
CCOC(=O)c1ccccc1NC(=O)c1sc2ncn(CC)c(=O)c2c1C | 4 | i
CCNC(=O)c1ccc(-n2c(-c3ccccc3)cc3c2CCCCC3)cc1 | 0 | -19%
O=C(Cn1ncc2c3ccccc3n(Cc3cccc(Cl)c3)c2c1=O)Nc1ccc(F)cc1F | -6 | 11%
CCC(=O)N1CCCc2cc(S(=O)(=O)N3CCC(C(=O)Nc4ccc(F)c(F)c4)CC3)ccc21 | -20 | -62%[inhibitor]
CCCCn1cc(S(=O)(=O)c2ccc(C)c(C)c2)c(=O)c2cc(F)c(N3CCCC(C)C3)cc21 (stereo unspecified) | 0 | -19%
COc1cccc(OC)c1C(=O)Nc1ccc2c(c1)N(C(C)=O)CCC2 | -5 | i
CCOC(=O)C1CCCN(c2c(C(=O)c3ccc(C)cc3)cnc3ccc(OCC)cc23)C1 (stereo unspecified) | 8 | -27%

4 entries picked at random from the list so far:
SMILES | D3 ag | PTHR1 agonist
Cn1c(=O)c2c(-c3ccc(Br)cc3)n(Cc3ccc(F)cc3)cc2n(C)c1=O | -2 | -6%
COc1cccc(OC)c1C(=O)Nc1ccc2c(c1)N(C(C)=O)CCC2 | -5 | i
CCC(=O)N1CCCc2cc(S(=O)(=O)N3CCC(C(=O)Nc4ccc(F)c(F)c4)CC3)ccc21 | -20 | -62%[inhibitor]
CCOC(=O)C1CCCN(c2c(C(=O)c3ccc(C)cc3)cnc3ccc(OCC)cc23)C1 (stereo unspecified) | 8 | -27%

(listing goes on)
SMILES | D3 ag | PTHR1 agonist
O=C(CCOc1ccccc1)N(Cc1cccnc1)c1nc2ccc(Cl)cc2s1 | -13 | -19%
COc1ccccc1CNc1nc(-c2ccco2)nn1S(=O)(=O)c1ccc2ccccc2c1 | -4 | -38%[inhibitor]
Cc1ccc2ccc3cc(C(=O)N4CCN(c5ccccc5)CC4)nc3c2[nH]1 | 4 | -29%
COc1cccc(CNC(=O)c2ccc(Cn3c(SCc4ccccc4)nc4cccnc43)cc2)c1 | -22 | -45%[inhibitor]
CCOC(=O)c1[nH]c2c(c1Cc1ccccc1C)C(=O)CC(c1ccccc1)C2 (stereo unspecified) | -12 | i
CCOc1ccc(-c2cc3nc(C4CCN(C(=O)OC(C)(C)C)CC4)c(C(=O)Nc4ccc(C)cc4Cl)cn3n2)cc1 | 13 | 17%
Cc1cccc(-c2nc3scc(CCNC(=O)c4ccc(Br)o4)n3n2)c1 | 3 | -12%
COc1ccc(NCc2cccn2-c2nnc(N3CCC(C)CC3)s2)c(OC)c1 | 2 | i
O=C(c1cc(-c2ccc(Br)cc2)n[nH]1)N1CCN(S(=O)(=O)c2ccc(Br)s2)CC1 | 34* | i
COc1ccc(C2c3c(n(C)c4ccccc34)C(=O)N2CC(=O)Nc2ccc(C)cc2Cl)cc1 (stereo unspecified) | -6 | -2%
CCc1ccccc1NC(=O)NCc1ccc2c(c1)CCN2C(=O)c1ccccc1 | -26 | ?
Cc1ccc(-c2nc(S(=O)(=O)c3ccc(Cl)cc3)c(N3CCCCC3)o2)cc1 | -18 | 3%
Cc1ccc2cccc(NC(=O)c3ccc(-c4ccc(Br)cc4)o3)c2n1 | -8 | -22%
Cc1ccc(C)c2sc(NC(=O)c3ccc(S(=O)(=O)N4CCC(C)CC4)cc3)nc12 | 4 | i
COc1cccc(/C=C/c2onc(C)c2S(=O)(=O)N2CCC(C(=O)N3CCC(C)CC3)CC2)c1 | 3 | -2%
Cc1ccc(C)c(N2CCN(C(=O)Cn3cnc4onc(-c5ccc(F)cc5)c4c3=O)CC2)c1 | 1 | i
CCOc1ccccc1NC(=O)NCc1noc2ccc(C)cc12 | -3 | -4%
CCc1nc(-c2ccc(C)c(S(=O)(=O)N3CCN(c4ccc(C(C)=O)cc4)CC3)c2)no1 | 1 | i
O=C(NC1CC(=O)N(c2ccc3c(c2)OCCO3)C1)c1c(F)cccc1Cl (stereo unspecified) | 3 | i
Cc1nn2c(=O)cc(COC(=O)c3ccc(NC(=O)COc4ccc(Cl)cc4)cc3)nc2s1 | -6 | -15%
CCCOc1ccc(CNC(=O)c2ccc3c(c2)N(Cc2ccccc2)CCS3)cc1 | 9 | i

A run of entries taken from the entries so far:
SMILES | D3 ag | PTHR1 agonist
O=C(NC1CC(=O)N(c2ccc3c(c2)OCCO3)C1)c1c(F)cccc1Cl (stereo unspecified) | 3 | i
Cc1nn2c(=O)cc(COC(=O)c3ccc(NC(=O)COc4ccc(Cl)cc4)cc3)nc2s1 | -6 | -15%
CCCOc1ccc(CNC(=O)c2ccc3c(c2)N(Cc2ccccc2)CCS3)cc1 | 9 | i
